RGS7-Gao reg: modulates binding of RGS7 to human Galphao | Multiplexed bead flow cytometry; actives lie on both sides | 220,000 tested, 0.35% active | binding response (% of control), % at 10 µM | AID 1439 | P09471; in the data active = binding response below about 49% or above about 150%; inconclusive = no clear call, values can overlap the other calls; inactive = in between;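 note: fluorescent Galphao held in activated GDP-AlF4 state binding bead-coupled RGS7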
Target sequence (P09471 whole entry, looked up): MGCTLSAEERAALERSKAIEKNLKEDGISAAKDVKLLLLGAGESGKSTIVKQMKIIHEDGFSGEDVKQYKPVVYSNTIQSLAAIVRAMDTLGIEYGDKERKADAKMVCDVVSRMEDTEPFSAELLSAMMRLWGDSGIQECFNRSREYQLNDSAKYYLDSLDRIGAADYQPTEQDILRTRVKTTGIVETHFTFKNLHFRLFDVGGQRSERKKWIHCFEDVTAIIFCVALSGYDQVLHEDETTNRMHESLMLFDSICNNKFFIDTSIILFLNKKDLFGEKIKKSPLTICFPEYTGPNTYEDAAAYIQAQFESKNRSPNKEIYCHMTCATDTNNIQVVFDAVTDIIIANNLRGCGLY
Bcl-2 Bim block: human Bim-Bcl-2 interaction inhibition; AID 950; P10415; 190,000 tested, 0.06% active; Bead-based flow cytometry, Bim peptide-Bcl-2 binding; inhibition, % at 10 µM; in the data active = inhibition above about 40%; inconclusive = no clear call, values can overlap the other calls;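 note: 0% = no compound wells with probe peptide and 100% = reference peptide inhibitor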
Target sequence (P10415 whole entry, looked up): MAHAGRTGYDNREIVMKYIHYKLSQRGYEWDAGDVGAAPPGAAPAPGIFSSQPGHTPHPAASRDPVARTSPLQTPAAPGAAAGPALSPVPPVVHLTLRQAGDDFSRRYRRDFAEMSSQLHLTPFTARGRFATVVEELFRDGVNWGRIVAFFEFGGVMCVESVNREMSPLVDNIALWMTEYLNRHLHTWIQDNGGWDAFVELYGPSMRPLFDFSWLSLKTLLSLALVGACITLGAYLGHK
Bim-Bcl-XL: disrupts Bim peptide binding to human Bcl-XL | Q07817 | bead flow cytometry, fluorescence | inhibition, % at 10 µM | 190,000 tested, 0.04% active
Target sequence (Q07817 whole entry, looked up): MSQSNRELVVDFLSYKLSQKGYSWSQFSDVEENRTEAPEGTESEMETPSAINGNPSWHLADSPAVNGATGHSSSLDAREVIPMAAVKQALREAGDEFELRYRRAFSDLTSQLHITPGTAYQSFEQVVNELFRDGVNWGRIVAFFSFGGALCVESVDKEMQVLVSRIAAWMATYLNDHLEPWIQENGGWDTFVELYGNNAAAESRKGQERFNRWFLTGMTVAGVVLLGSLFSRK
Bim-Bfl-1: human Bim-Bfl-1 interaction inhibition. inhibition, % at 10 µM. 190,000 tested, 0.12% active. Bead-based flow cytometry, Bim-Bfl-1 binding inhibition. Q16548;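 note: 0% = wells without compound plus tracer and 100% = blocker peptide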
RGS4-Gao reg: modulates binding of RGS4 to human Galphao. binding response (% of control), % at 10 µM. Multiplexed bead flow cytometry; actives lie on both sides. 220,000 tested, 0.33% active. AID 1415; in the data active = binding response below about 49% or above about 150%; inactive = in between;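 note: fluorescent Galphao activated with aluminum fluoride binding bead-coupled RGS4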
RGS8-Gao reg: modulates binding of RGS8 to human Galphao. multiplexed bead flow cytometry; actives lie on both sides. response (percent of control binding), % at 10 µM. 220,000 tested, 0.34% active; in the data active = response below about 60% or above about 140%; inactive = in between;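 note: Galphao activated as the GDP aluminium fluoride complex binding bead-coupled RGS8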
Bim-Mcl-1: human Bim-Mcl-1 interaction inhibition; Bead-based flow cytometry, Bim peptide-Mcl-1 binding; inhibition, % at 10 µM; 190,000 tested, 0.1% active; AID 1009;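 note: 0% = no compound tracer wells and 100% = peptide blocker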
Bcl-B Bim block: disrupts Bim peptide binding to human Bcl-B; Q9HD36; bead-based flow cytometry; inhibition, % at 10 µM; 190,000 tested, 0.073% active;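 note: 0% = tracer peptide without compound and 100% = reference inhibitor peptide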
Target sequence (Q9HD36 whole entry, looked up): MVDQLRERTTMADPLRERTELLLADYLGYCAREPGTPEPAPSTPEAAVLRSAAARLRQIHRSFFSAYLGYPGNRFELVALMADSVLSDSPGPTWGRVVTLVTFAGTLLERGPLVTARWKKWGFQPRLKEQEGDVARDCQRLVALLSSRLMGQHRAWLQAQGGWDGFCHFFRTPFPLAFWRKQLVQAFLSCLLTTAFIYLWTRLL
Mcl1 Bid PPI: Mcl-1/Bid interaction inhibition; 220,000 tested, 0.97% active; inhibition, % at 21.7 µM; Q07820; TR-FRET Mcl-1/Bid-Dy647 peptide binding, 1536-well;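 active = compounds that cut the binding signal by more than half at the single screening dose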;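 note: His-tagged Mcl-1 with europium anti-His antibody binding Bid BH3 peptide; 0% = Mcl-1 plus peptide wells and 100% = peptide-only wells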
GSH fluor: GSH bead compound fluorescence profile | GSH beads flow cytometry, compound fluorescence 488/530 nm; hits give high values | fluorescence (KMESF) at 10 µM | 190,000 tested, 0.25% active; in the data active = fluorescence above about 89;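 note: glutathione beads carrying GST-tagged Bcl family fusion proteins plus one bare bead set; values are compound well signal with DMSO vehicle wells as background; inactives centre near 16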
Bim-Bcl-W: human Bim-Bcl-W interaction inhibition; Q92843; bead-based flow cytometry, Bim peptide-Bcl-W binding; inhibition, % at 10 µM; 190,000 tested, 0.02% active;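 note: 0% = bound tracer without compound and 100% = peptide blocker; higher means less fluorescent Bim peptide bound to Bcl-W beads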
Active calls of the source: *; ? = inconclusive. Cut-off read from the data, not from the text of the source, unless noted: active = inhibition above about 40%.

molecule,RGS7-Gao reg,Bcl-2 Bim block,Bim-Bcl-XL,Bim-Bfl-1,RGS4-Gao reg,RGS8-Gao reg,Bim-Mcl-1,Bcl-B Bim block,Mcl1 Bid PPI,GSH fluor,Bim-Bcl-W
COc1ccc(-c2nc3c([nH]2)c(=O)n(C)c(=O)n3C)c(OC)c1,100,-5,-3,-8,101,98,0,-1,-41,10,3
Cn1cc(Br)c(C(=O)NNC(=O)Nc2ccccc2C(F)(F)F)n1,101,0,2,-6,99,99,0,-4,-2,18,1
Cc1ccc(-n2cc[nH]c2=S)c(C)c1,104,-1,-5,9,100,95,-2,-44,-74,16,0
O=C(NCCCl)C1Cc2c(ccc3ccccc23)O1 (stereo not drawn),99,9,0,7,102,102,-1,0,11,11,0
COc1ccc(CC(=O)OCC(=O)Nc2ccc(Br)cc2)cc1,?,-9,-6,-10,100,98,-4,-7,-21,15,-4
O=C(N/C(=C\c1ccccc1)C(=O)N1CCCCCC1)c1ccccc1,101,-2,-2,-8,105,101,-1,0,-23,20,0
C=C1N(c2ccc(Cl)cc2)C(=O)OC1(C)C,104,-2,-4,-8,101,101,3,-1,-13,22,4
Cc1nc2nc[nH]n2c(=O)c1CCC(C)C,90,-10,0,-13,95,100,-1,-5,-48,53,-1
Cc1cc(C(=O)CSc2nnc(-c3ccccc3F)o2)c(C)n1Cc1cccs1,94,-5,2,-9,90,100,1,-3,8,39,0
CCOc1ccccc1NC(=O)c1cc(Cl)ccc1NC(=O)c1ccco1,101,-6,-3,-14,104,104,0,-6,-8,12,0
C=C1CSc2nc3ccccc3c(=O)n21,100,-11,0,-13,103,102,1,-12,-3,26,-2
CN(C)c1nc(N)nc(CSc2nnnn2-c2ccc(F)cc2)n1,99,-1,-3,0,100,103,0,2,1,13,-1
CCn1c(Cc2c(C)[nH]c3ccccc23)n[nH]c1=S,99,-10,-9,-9,98,89,-6,-10,13,33,-4
COC(=O)Nc1ccc(Cc2ccncc2)cc1,92,0,1,0,94,97,0,-3,-13,14,-1
Cc1ccc(S(=O)(=O)Oc2ccc(/C=C(/NC(=O)c3ccccc3)C(=O)Nc3ccccc3)cc2)cc1,96,-1,1,-3,96,97,0,-2,-3,21,1

The final 2 records of the section before lead into the next.
molecule,RGS7-Gao reg,Bcl-2 Bim block,Bim-Bcl-XL,Bim-Bfl-1,RGS4-Gao reg,RGS8-Gao reg,Bim-Mcl-1,Bcl-B Bim block,Mcl1 Bid PPI,GSH fluor,Bim-Bcl-W
COC(=O)Nc1ccc(Cc2ccncc2)cc1,92,0,1,0,94,97,0,-3,-13,14,-1
Cc1ccc(S(=O)(=O)Oc2ccc(/C=C(/NC(=O)c3ccccc3)C(=O)Nc3ccccc3)cc2)cc1,96,-1,1,-3,96,97,0,-2,-3,21,1
CN1CC(=O)N(CC(=O)Nc2ccc(N(C)C)cc2)c2ccccc2C1=O,100,-2,-4,0,99,99,-2,-5,-23,12,-1
O=C(O)CC1S/C(=N/N=C/C2CC=CCC2)NC1=O (stereo not drawn),93,-2,0,-2,99,100,0,-3,-34,9,-3
COc1ccc(C2CC(c3ccccc3)=NN2C(=O)COC(=O)c2cccc(S(=O)(=O)N(C)C)c2)cc1 (stereo not drawn),105,-3,-17,-4,105,102,-6,-10,-18,19,-8
N#Cc1c(-c2ccco2)nc(SCC(=O)Nc2cccc(Cl)c2)[nH]c1=O,104,-7,-2,-4,102,102,1,-2,19,11,0
O=C1N/C(=N\N=C\c2ccccn2)SC1Cc1cccc(SC(F)F)c1 (stereo not drawn),109,0,1,-4,104,101,1,-1,-13,10,5
OCCN1CCN(c2nc(NCc3ccco3)c3ccccc3n2)CC1,103,1,-3,0,103,104,-1,-6,1,17,-3
COc1ccc(C(=O)NNc2ccccc2)cc1OC,101,-2,3,-10,104,103,-1,-5,-43,43,1
COC(=O)c1oc2ccc(Br)cc2c1NC(C)=O,90,0,7,1,96,87,3,3,-21,18,4
COc1cccc(CN2C(=O)C3(C(C#N)=C(N)OC4=C3C(=O)CCC4)c3ccccc32)c1 (stereo not drawn),105,-6,-3,-11,105,100,0,-11,-6,44,3
COc1ccc([N+](=O)[O-])cc1N(CC(=O)O)S(C)(=O)=O,?,0,1,-2,100,102,1,-1,-31,16,0
Cc1c(C(=O)Oc2ccc(F)cc2)sc2ncn(Cc3cccc(F)c3)c(=O)c12,103,0,-5,1,102,102,-3,-4,-9,4,-1
COc1cc2ccccc2cc1-c1nnc(COc2ccccc2)o1,101,-3,0,-6,102,102,0,-5,-17,14,-1
CC1C/C(=N/N=C2/NC(=O)CS2)CC(C)(C)C1 (stereo not drawn),100,7,6,2,101,96,6,8,2,25,4
CC1(C)CC(=O)C(=CN2CCN(C(=O)c3ccco3)CC2)C(=O)C1,97,-10,-1,-18,98,98,-3,-9,-8,26,-2
COc1ccc(-n2c(=S)[nH]c3cc(C(=O)Nc4cc(OC)c(OC)c(OC)c4)ccc3c2=O)c(OC)c1,96,-6,-7,-3,97,97,-55,-12,-114,13,-7
CCN(CC)C(=O)C(C)N(C#N)c1nc(Cl)nc(N(C)C)n1 (stereo not drawn),106,-2,-2,-6,102,102,0,-3,-23,24,-2
CN1C(=O)CSc2ccc(NC(=O)N3CCN(c4ccccc4)CC3)cc21,95,-1,-3,-5,96,100,0,-4,-27,11,-3
COCc1c(C(=O)OC/C(O)=C(\C#N)c2nc3ccccc3[nH]2)oc2ccccc12,99,-1,-1,-4,99,101,-4,-1,-25,11,0
O=C(CN1CCOCC1)N/N=C/C(Br)=C\c1ccccc1,105,-3,2,-2,102,122,-1,-3,3,11,0
CCCCOC1(c2ccccc2)NC(=S)NN=C1c1ccccc1 (stereo not drawn),99,-2,-5,1,97,95,-1,-16,0,42,5
CC(=O)NC1CC2CCCC(C1)N2C(=O)Nc1ccc(Cl)c(C(F)(F)F)c1 (stereo not drawn),100,-2,-2,-2,98,102,2,-1,-6,18,0
COc1ccccc1N1CCN(Cc2ccc(OC)c3ccccc23)CC1,101,0,-5,-5,104,110,-4,-3,38,24,-1
COc1cccc(NC(=O)COC(=O)Cc2ccccc2[N+](=O)[O-])c1,102,-3,-3,0,107,106,-2,-3,0,13,-1
COc1cc2c(cc1NC(=O)c1cccc(S(=O)(=O)N(C)C)c1)oc1ccccc12,108,-7,-9,-2,104,102,-7,-5,-1,13,-5
Cc1ccc(NC(=S)NCCC(c2ccccc2)c2ccccc2)c(C)c1,99,-7,0,-11,98,100,0,-5,-5,22,1
COc1ccc(C(=O)CCNc2ccc3c(c2)OCCO3)cc1,96,-4,-1,-3,101,100,3,-6,-12,22,0
Cc1cc(Cl)c2ccc3ccccc3c2n1,95,-3,0,-6,100,103,0,-3,-6,9,-1
CCN1CCN(CC(=O)N2N=C(c3cccs3)CC2c2ccc(F)cc2)C(=O)C1=O (stereo not drawn),92,1,-1,-3,89,97,1,-5,0,22,0
O=C1C=C(NC2=CC3OC(c4ccccc4)OCC3OC2=O)CCC1 (stereo not drawn),94,-5,-4,-10,101,100,-2,-6,-3,12,0
COc1ccc(C(=O)N2CCC(n3nnc4cc(F)ccc43)CC2)cc1OC,?,1,1,-1,97,98,0,1,-35,24,0
OC(c1ccc2c(c1)OCO2)c1nccc2ccccc12 (stereo not drawn),94,-2,-1,0,96,98,-2,0,1,18,0
CC(OC(=O)c1ccc([N+](=O)[O-])s1)C(=O)Nc1ncc(Cl)cc1Cl (stereo not drawn),100,-2,-4,-2,98,100,-5,-4,5,13,-3
O=C(O)CSc1nc2ccccc2o1,98,0,0,0,107,105,2,3,-14,14,4
CCOC(=O)c1ccc(NC(=O)CC2SC(=NC)N(C)C2=O)cc1 (stereo not drawn),98,-7,0,-14,100,101,-1,-8,-31,52,-2
Cc1cccc(NC(=O)c2oc3ccc(S(=O)(=O)N4CCOCC4)cc3c2C)c1C,104,-3,-3,0,106,105,-3,-2,-19,29,-1
CCn1nc(C(=O)OCC(=O)N2CC(=O)Nc3ccccc32)c2ccccc2c1=O,?,0,-1,-2,100,98,0,2,-16,11,1
Cc1nn2c(-c3ccccn3)ccnc2c1Br,106,2,-3,4,103,104,-1,1,-13,17,-2
COc1ccc2sc(N3C(=O)C4CC=C(C)CC4C3=O)nc2c1 (stereo not drawn),101,-8,-7,-17,102,101,-4,-8,6,31,0
O=C(Nc1nccs1)c1ccc(Br)c(S(=O)(=O)N2CCOCC2)c1,102,1,-5,0,103,105,1,-3,-6,28,1
COc1ccc(C2C(C(=O)NCC3CCCO3)CCC(=O)N2c2ccc3c(c2)OCO3)cc1 (stereo not drawn),96,-2,-1,0,96,98,-2,-2,-15,12,-1
CC(=O)Nc1cccc(C2=CC(c3ccco3)n3ncnc3N2)c1 (stereo not drawn),?,0,0,-1,103,101,3,0,-54,22,2
CCOC(=O)C(NC(C)=O)C(OC(C)=O)c1cccc([N+](=O)[O-])c1 (stereo not drawn),105,-7,-39,-8,103,102,0,-5,-12,45,2
CCCCCCCSc1nsc(N)n1,105,-13,-17,-15,106,103,-19,-20,2,49,-14
Cc1ccccc1N1CCN(CCCCN2C(=O)C3CCCN3C2=O)CC1 (stereo not drawn),104,0,-7,1,103,104,0,-2,-13,8,-1
Cc1c(C)n(CC(O)CN(CCO)CCO)c2ccccc12 (stereo not drawn),97,2,-5,-1,102,101,1,-6,-17,21,2

The closing 2 entries of the section above open the next one.
molecule,RGS7-Gao reg,Bcl-2 Bim block,Bim-Bcl-XL,Bim-Bfl-1,RGS4-Gao reg,RGS8-Gao reg,Bim-Mcl-1,Bcl-B Bim block,Mcl1 Bid PPI,GSH fluor,Bim-Bcl-W
Cc1ccccc1N1CCN(CCCCN2C(=O)C3CCCN3C2=O)CC1 (stereo not drawn),104,0,-7,1,103,104,0,-2,-13,8,-1
Cc1c(C)n(CC(O)CN(CCO)CCO)c2ccccc12 (stereo not drawn),97,2,-5,-1,102,101,1,-6,-17,21,2
Cc1ccc(Cl)cc1N1CCN(C(=O)Cc2ccc(-n3c(=O)[nH]c4ccsc4c3=O)cc2)CC1,95,-2,-7,-2,98,100,-5,-7,0,4,-4
Cn1c(SCC(=O)NC2CCCCC2)nnc1-c1cc2ccccc2o1,98,-5,0,-4,97,100,-1,-4,-3,17,-2
CN(CC(=O)NCc1ccccc1Cl)CC(=O)Nc1cccc(F)c1,99,0,2,-1,101,97,2,1,-5,18,0
COC(=O)C1=C(C)NC(=S)NC1c1sccc1C (stereo not drawn),95,-2,1,3,96,91,-1,-2,-30,12,-2
COc1cccc(-n2c(C)nc3c(cnn3-c3ccc(Cl)cc3)c2=O)c1,100,-7,-4,-12,98,102,0,-9,6,43,6
Cc1ccc2cc(CN(C)S(C)(=O)=O)c(=O)[nH]c2c1,108,0,-2,-8,106,107,-3,-6,2,10,0
O=c1c2cn[nH]c2[nH]c(=S)n1-c1ccccc1Cl,92,-3,-3,4,95,100,-5,-4,-117,15,-2
CCCCOc1ccc(C(=O)Nc2cccc(C)n2)cc1,102,-4,-7,-7,92,99,-3,-5,-2,10,-1
O=C(O)C1CCCCC1C(=O)NCCc1ccccc1 (stereo not drawn),99,-1,0,-1,101,101,0,0,-15,11,0

Screening data from PubChem BioAssay.
